Peg3 imprint = inducers of genomic imprint erasure in mouse ES cells; Potency, µM (series often up to 60.7 µM), inactives show top-dose activity change, positive = activation, hits mostly activators; mouse ES Peg3-LacZ reporter, beta-gal luminescence, 40 h; AID 1948; 0.02% of 110,000 active;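 also: 0% = negative control wells on the plate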
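Each well holds 300 Peg3LacZ-Neo (maternal) female ES cells incubated 40 h at 37C, 5% CO2. LacZ is measured by BetaGlo luminescence, with AC50 and maximum efficacy derived from dose-response curves.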
p53ts 39C kill = p53ts cell cytotoxicity, nonpermissive temperature; H1299-p53A138V viability at 39C, ATP luminescence, 24 h; Potency, µM (series often up to 46.1 µM), inactives show at the top dose activity change, negative = cell killing, most hits filed as cytotoxic; 1.5% of 130,000 active; AID 902; also: nearly all actives have a fitted effect of over 55% in size
p53ts 32C kill = p53ts cell cytotoxicity, permissive temperature; H1299-p53A138V at 32C, ATP luminescence viability, 24 h; 0.93% of 130,000 active; Potency, µM (doses to about 46.1 µM), for inactives: at the top dose activity change, negative = cytotoxicity, usual class: cytotoxic; AID 924;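 also: 0% = DMSO and -100% = full killing by reference compound; nearly all actives have a fitted effect of over 55% in size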
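ATP-content luminescence (ATPlite) read-out after 24 h compound exposure at 32C in H1299-p53A138V cells (600/well). Tested up to 46 uM. Normalized to DMSO (0%) and 100 uM tamoxifen (100% killing); Hill-fit AC50.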
IkB signaling = inhibitors of IkB signaling in ABC-DLBCL cells; Potency, µM (top dose mostly 57.1 µM), for the others: at the top dose IkBa stabilization activation; AID 445; 0.04% of 110,000 active; ABC-DLBCL IkBa-CBG/CBR dual luciferase ratio, 4 h; response scale: scaled: untreated 0%, proteasome inhibitor 100%; active = well fitted curve in the direction sought with a large enough effect in the signal ratio, not every such curve was filed as active; inconclusive = small, poorly fitted or top-dose-only effect, or a change in a side signal; the % refers to the signal ratio;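 also: the direction sought is a rising ratio; 0% = basal untreated cells and 100% = reference inhibitor full response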
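In this assay, an IκBα–CBG68 fusion accumulates when IKK-driven degradation is blocked; native CBR normalizes for cell number. OCI-Ly3 cells were treated 4 h with compound and doxycycline, then green and red light read after Chroma-Glo addition.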
* marks the source's active call; other numbers are inactive results; ? = inconclusive; / = no result given; [ ] = remark or other dose. Unless noted, calls follow the shape of the dose curve; as a rule, active = well fitted curve in the direction sought with a large enough effect; inconclusive = small, poorly fitted or top-dose-only effect, or another doubt; inactive = no such curve, though single readings can be large; an effect the other way counts as inactive or inconclusive. Unless noted, % is scaled to controls: 0 for no effect and ±100 for the full control effect; potency is read from the fitted curve at half-maximal effect.

Fields – Peg3 imprint, p53ts 39C kill, p53ts 32C kill, IkB signaling
O=C(CCC1N=C2c3ccccc3N=C(SCc3ccc(Cl)cc3)N2C1=O)N1CCN(c2ccccc2)CC1 (configuration not stated)
    -5%[10.9 µM], -4%, 3%, ?
COc1ccc(N2CSC3=C(C#N)C(c4cc(OC)c(OC)cc4OC)CC(=O)N3C2)c(OC)c1 (configuration not stated)
    -21%, -3%, 4%, 7.5%
O=C(c1ccco1)[C@@H]1[C@@H]2C(=O)N(c3ccc(F)cc3)C(=O)[C@@H]2C2c3ccccc3C=CN21 (some centres not stated)
    3%, -6%, -5%, ?
COc1cc(NC(=O)CN(c2cc(C)cc(C)c2)S(=O)(=O)c2c(C)[nH]c(=O)[nH]c2=O)cc(OC)c1
    -7%[10.9 µM], -10%, 9%, ?
Nc1nc(-c2cccnc2)cc(-c2cc(-c3cccnc3)nc(N)n2)n1
    0%[10.9 µM], 8%[9.22 µM], -3%[9.22 µM], -0.2%[11.4 µM]
CNC(=O)c1c(NC(=O)c2cc(=O)c3cc(C)c(C)cc3o2)sc2c1CCCC2
    -9%[10.9 µM], 15%, 10%, -0.2%
CCN(CC)CCNC(=O)Cn1cnc2sc(C)c(S(=O)(=O)N3CCC(C)CC3)c2c1=O
    -6%[10.9 µM], 30%[activator], -2%, 1.9%
CN(C)c1ncc2nc(-c3cccc(C#N)c3)c(=O)n(CCC#N)c2n1
    2%, -4%, -1%, 3.1%[11.4 µM]
CCn1cc(C(=O)NCc2ccc(Cl)cc2)c(=O)c2cc(S(=O)(=O)N(C)C3CCCCC3)ccc21
    -6%[10.9 µM], 8%, 12%, -0.4%
Cc1cc(C2(c3cc(C)c(O)c(C(=O)O)c3)OS(=O)(=O)c3ccccc32)cc(C(=O)O)c1O
    -7%[10.9 µM], 2%[9.22 µM], 11%[9.22 µM], -0.6%[11.4 µM]
COc1ccccc1NC(=O)CN1CCCCC1
    -11%, 12%, -4%, 2.9%
Nc1c(C(=O)Nc2ccccc2F)sc2nc3c(cc12)CCCCCC3
    -21%[10.9 µM], ?, -16%, 0.7%
Oc1ccc2ccccc2c1C=NCc1c(O)ccc2ccccc12
    -4%[10.9 µM], 7%[9.22 µM], 1%[9.22 µM], 5.8%[11.4 µM]
O=C(Nc1cccc(C(F)(F)F)c1)C1CCN(S(=O)(=O)c2cccc3nsnc23)CC1
    -1%[10.9 µM], -1%, 0%, ?
Cc1cc2c(cc(C(=O)N3CCC(C(=O)NC4CCCC4)CC3)n2Cc2c(F)cccc2Cl)o1
    10%, 26%, -3%, -0.9%
COc1ccc(S(=O)(=O)c2cn(Cc3ccccc3)c3cc(F)c(F)cc3c2=O)cc1
    -10%[10.9 µM], -12%, 2%, ?
CCOC(=O)C1CCN(C(=O)CN(C)S(=O)(=O)c2cc(C)ccc2OC)CC1
    7%, 14%, 5%, 2.4%
CCc1ccc(CN(Cc2cn[nH]c2-c2ccc(OC)cc2)C(=O)Nc2ccc(Br)cc2)cc1
    -8%[10.9 µM], 28%, 14%, 1.6%
CC(=O)O[C@]1(C)CC[C@]23CC1C(C)(C)C2CC[C@@H]3C (some centres not stated)
    -2%, -2%, -1%, /
COc1ccc(CCNC(=O)CSc2nc(-c3ccc(F)cc3)cc(C(F)(F)F)n2)cc1OC
    11%[10.9 µM], 14%, 3%, 5.2%
CC(=O)Nc1ccc(S(=O)(=O)N(C)c2ccc(O)cc2)cc1
    -5%, 6%, 6%, 1.3%
COC(=O)CSc1nc2cc(Cl)ccc2c(=O)n1C1CCCC1
    -2%, -2%, 5%, 1.0%
Cn1nc(-c2ccc(N3CCOCC3)c(NS(=O)(=O)c3ccccc3)c2)c2ccccc2c1=O
    -11%, -1%, 2%, 2.3%
COc1ccccc1CNC(=O)COC(=O)c1ccc(NC(N)=O)cc1
    -4%, -4%, 2%, 0.8%
COc1ccc(NC2=NCCC(=O)N2Cc2cccs2)cc1
    2%, -11%, -5%, 0.5%
Cc1ccc(C(C)NC(=O)c2cc(C)oc2C)cc1 (configuration not stated)
    3%, 4%, 18%, ?
COc1ccc2[nH]c(=O)c(CN(Cc3ccc(C)cc3)Cc3nnnn3CC3CCCO3)cc2c1 (configuration not stated)
    20%, -13%, -2%, 1.5%
COc1ccc(-c2csc(NC(=O)C3CCCO3)n2)cc1 (configuration not stated)
    -5%, -22%, -8%, 0.6%
COc1ccc(-c2cc(C(F)(F)F)n3nc(C(=O)OC(C)C)cc3n2)cc1
    -10%[10.9 µM], -28%, 0%, 0.7%
CC(=O)N1CCc2cc(S(=O)(=O)CCC(=O)N3CCN(C(=O)c4ccco4)CC3)ccc21
    -7%, -8%, -4%, -1.7%

Further entries follow:
Fields – Peg3 imprint, p53ts 39C kill, p53ts 32C kill, IkB signaling
COc1ccc(CNC(=O)CSc2nnc(-c3ccc(NC(C)=O)cc3)n2C)cc1
    -14%, 5%, 11%, -1.3%
Cc1cc2n(n1)CCC(=O)N2Cc1ccc(C(=O)Nc2cc(Cl)ccc2C)cc1
    29%[10.9 µM], -2%, 11%, ?
CC1CCN(C(=O)CSc2n[nH]c(-c3ccc(F)cc3)n2)CC1
    26%[10.9 µM], -12%, -13%, -1.9%
COC(=O)c1cccc(CN2C(=O)SC(Nc3ccc(Cl)cc3)C2=O)c1 (configuration not stated)
    3%[10.9 µM], 2%, -11%, ?
CC1(C(=O)NC2CCCCC2)Cc2ccccc2C(=O)N1Cc1ccccc1Cl (configuration not stated)
    -5%[10.9 µM], ?, 3%, 1.1%
CCc1ccc(NCc2cc3ccc(OC)cc3n(CC(=O)Nc3ccc(F)cc3F)c2=O)cc1
    8%[10.9 µM], -10%, 3%, 1.1%
Cc1ccc(-c2nnc(Nc3ccccc3)c3ccccc23)cc1S(=O)(=O)N1CCN(C)CC1
    -15%[10.9 µM], -24%, 14%, ?
COc1ccc(CNC(=O)C(c2ccco2)N(Cc2cccs2)C(=O)Cc2cccs2)cc1 (configuration not stated)
    -9%, -16%, 6%, 0.4%
Cc1ccc(S(=O)(=O)N2CCc3cc(C(=O)Nc4ccc(Cl)cc4C)ccc32)cc1
    -14%[10.9 µM], -17%, -3%, -1.2%
C=CCN1C(=O)C2C(C(=O)NC)C3(C)C=CC2(O3)C1C(=O)NCc1ccc(OC)cc1 (configuration not stated)
    -2%, 5%, -1%, 1.4%
OCc1nc2ccccc2n1CCCOc1ccccc1
    /, ?, ?, /
COC(=O)C1C(c2ccccc2)C(C(=O)N2CCN(C)CC2)C1c1ccccc1 (configuration not stated)
    -2%, -1%, -10%, -1.1%
CC1=C(C(=O)Nc2ccccc2C)C(c2cccs2)n2nc(SCc3cc(C)ccc3C)nc2N1 (configuration not stated)
    -7%[10.9 µM], -13%, 1%, -0.2%
COc1ccc(-c2noc(COc3ccccc3OC)n2)cc1OC
    -15%, -5%, -14%, 13%
CCN1CCN(CCNC(=O)c2ccc(CS(=O)(=O)c3c(Cl)cccc3Cl)o2)CC1
    -6%, 24%, -3%, 0.2%
COCCn1c(-c2ccc(OC)cc2)cnc1SCC(=O)Nc1cc(C)on1
    -14%, -5%, -14%, 5.0%
CCc1cccc(C)c1NS(=O)(=O)c1c(C(=O)N2CCC(C)CC2)c(C)n(C)c1C
    -4%[10.9 µM], -12%, 2%, -0.1%
Cc1nc2nc(COc3ccccc3)nn2c(C)c1Cl
    -18%, -2%, 7%, 4.6%
Cc1ccc(-c2nn3c(C)nnc3s2)cc1NC(=O)c1ccc(Br)o1
    -6%, 0%, -5%, 7.2%
COC(=O)c1cc2oc(C)cc2n1CC(=O)N1CCCc2ccccc21
    -20%, 13%, -11%, 2.6%
COc1ccc(S(=O)(=O)c2nnn(-c3cccc(Cl)c3)c2N)cc1
    -12%[10.9 µM], 17%, -3%, ?
O=C(Nc1c(C(=O)N2CCN(c3ccccc3)CC2)oc2ccccc12)c1ccc(Br)o1
    -15%[10.9 µM], -1%, 10%, 1.4%
Cc1ccc(N(C)S(=O)(=O)c2nnc(NC(=O)C3CCCCC3)s2)cc1
    -11%[10.9 µM], -26%, -8%, 0.6%
Cc1cc(C(=O)N[C@H](c2ccccc2)[C@@]2(C)C[C@@H]2[C@@H](C)C(=O)Nc2ccc3ccccc3c2)no1
    -20%, -1%, 3%, /
C(=N\c1nccs1)/Nc1nccs1
    12%, -1%, 6%, 0.7%
Cc1ccc(NC(=O)c2oc3ccc4c(c3c2C)C(=O)CC(C)(C)O4)c(C)c1
    -11%[10.9 µM], -16%, -12%, -0.9%
CCN(C(=O)Cn1c(=O)oc2ccccc21)c1cccc(C(F)(F)F)c1
    -7%, 2%, 3%, 1.0%
CCOc1ccc2nc3sc(C(=O)N4CCN(C)CC4)c(N)c3cc2c1
    -21%, -18%, 6%, 1.6%
CCNC(=O)CCCN1C(=O)CCn2nc(-c3cccn3C)cc21
    2%[10.9 µM], -24%, 7%, 0.6%
Nc1nc(Nc2ccccc2)nc2ccccc12
    -87%[inhibitor], 2.5µM*, 4µM*, ?

Continued (two carried over from the part before).
| canonical_smiles | Peg3 imprint | p53ts 39C kill | p53ts 32C kill | IkB signaling |
| --- | --- | --- | --- | --- |
| CCNC(=O)CCCN1C(=O)CCn2nc(-c3cccn3C)cc21 | 2%[10.9 µM] | -24% | 7% | 0.6% |
| Nc1nc(Nc2ccccc2)nc2ccccc12 | -87%[inhibitor] | 2.5µM* | 4µM* | ? |
| Cc1n[nH]c(C)c1SCC(=O)Nc1ccc(F)cc1 | -5% | 11% | -4% | 3.9% |
| CCOc1ccc(NC(=O)CSc2nnc(CNC(=O)c3c(F)cccc3Cl)o2)cc1 | -2%[10.9 µM] | -5% | 9% | 3.8% |
| O=c1c(-c2ccccc2)coc2cc(O)cc(O)c12 | 0% | ? | ? | / |
| CCOc1ccc(CCNC(=O)C2CCN(Cc3nc(-c4ccc(OC)c(OC)c4)oc3C)CC2)cc1OCC | ? | -27% | -2% | 1.1% |
| Cc1cc(C)nc(N2CCCC(C(=O)NCC(c3ccccc3)c3ccccc3)C2)n1 (configuration not stated) | / | 10% | 10% | / |
| C=CCn1c(C)c(C(C)=O)c(N2CCOCC2)nc1=S | -1% | 8% | 2% | -0.8% |
| Cc1nc2nc(C)n(-c3ccccc3)c2s1 | 19% | -4% | -1% | 0.8% |
| COc1cc(C)nc(NCc2ccccc2)n1 | -16% | 4% | 13% | -2.6% |
| Cc1cc(C)c2c(n1)sc1c(=O)n(-c3cc(Cl)ccc3C)nnc12 | -9%[10.9 µM] | 9% | 0% | ? |
| COCCCNC(=O)Cn1nnc(-c2ccc(NC(=O)c3ccccc3F)cc2)n1 | / | -28% | -26% | / |
| CCOC(=O)NC1C=CS(=O)(=O)C1 (configuration not stated) | 0% | -1% | -7% | -0.8% |

In the list so far, these contain a thiophene ring, fused or not:
| canonical_smiles | Peg3 imprint | p53ts 39C kill | p53ts 32C kill | IkB signaling |
| --- | --- | --- | --- | --- |
| CNC(=O)c1c(NC(=O)c2cc(=O)c3cc(C)c(C)cc3o2)sc2c1CCCC2 | -9%[10.9 µM] | 15% | 10% | -0.2% |
| CCN(CC)CCNC(=O)Cn1cnc2sc(C)c(S(=O)(=O)N3CCC(C)CC3)c2c1=O | -6%[10.9 µM] | 30%[activator] | -2% | 1.9% |
| Nc1c(C(=O)Nc2ccccc2F)sc2nc3c(cc12)CCCCCC3 | -21%[10.9 µM] | ? | -16% | 0.7% |
| COc1ccc(NC2=NCCC(=O)N2Cc2cccs2)cc1 | 2% | -11% | -5% | 0.5% |
| COc1ccc(CNC(=O)C(c2ccco2)N(Cc2cccs2)C(=O)Cc2cccs2)cc1 (configuration not stated) | -9% | -16% | 6% | 0.4% |
| CC1=C(C(=O)Nc2ccccc2C)C(c2cccs2)n2nc(SCc3cc(C)ccc3C)nc2N1 (configuration not stated) | -7%[10.9 µM] | -13% | 1% | -0.2% |
| CCOc1ccc2nc3sc(C(=O)N4CCN(C)CC4)c(N)c3cc2c1 | -21% | -18% | 6% | 1.6% |
| Cc1cc(C)c2c(n1)sc1c(=O)n(-c3cc(Cl)ccc3C)nnc12 | -9%[10.9 µM] | 9% | 0% | ? |

Source: PubChem
